MsrA act: activates bovine MsrA enzyme; purified bovine MsrA, absorbance read-out; activation, % at 10.6 µM; 360,000 compounds, 0.3% hits; AID 602163; in the data active means activation above about 7.5%;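 further: 0% = vehicle and 100% = reference activator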
CendR NRP1 mod: modulators of CendR peptide binding to human neuropilin-1; AID 602438; inhibition, % at 25 µM; O14786; FAM-RPARPAR peptide binding to NRP-1, fluorescence polarization; 360,000 compounds, 0.85% hits;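 active means inhibition or corrected inhibition above about 18%, plus a signal ratio from 0.5 to 1.5, limit read from the data, passing the limit was not always enough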; further: strong numbers were not always called active
Target sequence (O14786 whole entry, looked up): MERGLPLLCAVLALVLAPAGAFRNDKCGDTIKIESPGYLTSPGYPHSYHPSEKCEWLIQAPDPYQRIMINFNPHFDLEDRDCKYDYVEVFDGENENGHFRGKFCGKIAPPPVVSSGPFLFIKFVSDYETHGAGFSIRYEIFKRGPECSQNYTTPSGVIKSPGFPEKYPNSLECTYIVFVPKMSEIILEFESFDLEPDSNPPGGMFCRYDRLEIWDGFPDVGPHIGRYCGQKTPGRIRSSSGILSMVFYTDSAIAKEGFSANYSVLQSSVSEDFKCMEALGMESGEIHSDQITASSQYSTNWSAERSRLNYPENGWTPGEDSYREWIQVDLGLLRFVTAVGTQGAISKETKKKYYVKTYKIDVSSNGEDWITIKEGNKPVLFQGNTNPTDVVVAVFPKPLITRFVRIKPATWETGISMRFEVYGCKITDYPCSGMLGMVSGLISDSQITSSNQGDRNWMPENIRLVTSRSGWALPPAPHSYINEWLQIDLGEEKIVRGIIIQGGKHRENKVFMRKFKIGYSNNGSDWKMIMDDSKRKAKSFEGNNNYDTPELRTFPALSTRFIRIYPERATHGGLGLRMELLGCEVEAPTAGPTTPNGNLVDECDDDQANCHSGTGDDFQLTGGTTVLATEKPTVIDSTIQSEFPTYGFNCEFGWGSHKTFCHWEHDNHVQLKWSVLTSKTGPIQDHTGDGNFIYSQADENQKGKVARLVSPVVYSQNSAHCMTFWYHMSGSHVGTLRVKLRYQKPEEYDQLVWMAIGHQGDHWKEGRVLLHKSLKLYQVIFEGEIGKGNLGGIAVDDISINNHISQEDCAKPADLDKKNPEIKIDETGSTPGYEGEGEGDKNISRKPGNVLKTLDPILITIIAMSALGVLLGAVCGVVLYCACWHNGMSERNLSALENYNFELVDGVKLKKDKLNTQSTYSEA
eLon inh: inhibitors of E. coli Lon protease; AID 602123; 360,000 compounds, 0.42% hits; inhibition, % at 7.94 µM; purified E. coli Lon protease, fluorescence polarization; P0A9M0; in the data active means inhibition above about 13%, passing the limit was not always enough;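 further: 0% = enzyme with probe and DMSO and 100% = no enzyme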
STEP inh: blocks human striatal-enriched tyrosine phosphatase; P54829; 360,000 compounds, 0.25% hits; inhibition, % at 20 µM; recombinant STEP, OMFP fluorogenic substrate, fluorescence;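 active means inhibition at 20 µM, scaled per plate between control wells, above about 37%, limit read from the data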;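 further: 0% = DMSO with enzyme and substrate and 100% = substrate only without enzyme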
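Test system: STEP tyrosine phosphatase / Reagent: OMFP at 25 µM / Doses: 20 µM, 1% DMSO / Read-out: percent inhibition scaled to no-enzyme and uninhibited-enzyme controls, plate-pattern corrected / Detection: FITC-channel fluorescence of OMFP product / Medium: Bis-Tris buffer pH 6.0, 2.5 mM DTT, 0.005% Tween 20 / Schedule: 20 min at room temperature, dark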
Scp-1 inhibitor: inhibitors of human Scp-1 phosphatase; Q9GZU7; Recombinant Scp1, phosphopeptide, malachite green phosphate absorbance; inhibition, % at 20 µM; 340,000 compounds, 0.88% hits; AID 493091;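 active means inhibition above about 50% at 20 µM, limit read from the data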;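 further: plate controls were DMSO wells with enzyme for no effect and wells lacking enzyme for full effect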
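Material: truncated SCP-1 phosphatase (76-261aa) / Buffer or medium: 50 mM Tris acetate pH 5.5, 0.005% Tween-20, 10 mM MgCl2 / Compound dosing: one concentration, 20 µM, with 1.0% DMSO / Incubation: 45 min room-temperature reaction, 5 min colour, 30 min stabiliser / Detection: colorimetric free-phosphate detection, absorbance 630 nm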
TbMetRS inhib: Trypanosoma brucei MetRS inhibition | purified T. brucei MetRS, ATP depletion, Kinase-Glo luminescence | inhibition, % at 11.9 µM | 360,000 compounds, 0.4% hits;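 active means inhibition above a per-plate cutoff of the control wells' mean inhibition plus 3 SD, cut at about 5.5% in these data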;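 further: 0% = DMSO wells median and 100% = median of wells with control inhibitor compound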
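Assay system: T. brucei methionyl-tRNA synthetase, purified | Medium: HEPES buffer with MgCl2, KCl, DTT, spermine, BSA, pyrophosphatase | Compound: 11.9 µM single point | Incubation: 15 min enzyme-compound preincubation, 2 h reaction, 10 min detection, 25 °C | Measured by: Kinase-Glo luciferase luminescence reporting remaining unconsumed ATP | Measure: % inhibition normalized to control-well medians | Replication: Singlicate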
DNMT1 block: blocks human DNA methyltransferase DNMT1 | P26358 | 360,000 compounds, 0.83% hits | DNMT1 molecular beacon, Hinp1I cleavage, fluorescence | AID 588458 | inhibition (reported as % activation of signal), % at 10 µM; in the data active means inhibition above about 50%
SUMO1 PPI mod: modulators of human SUMO1-mediated protein-protein interactions; 360,000 compounds, 0.33% hits; inhibition, % at 20 µM; SUMO1 binding to a labelled peptide, TR-FRET, 1 h; in the data active means inhibition above about 37%
MsrA inh: inhibitors of bovine MsrA; purified bovine MsrA, absorbance read-out; inhibition, % at 15.5 µM; 360,000 compounds, 0.75% hits; AID 651718; in the data active means inhibition above about 4.5%;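 further: 0% = vehicle wells with enzyme and 100% = reference inhibitor wells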
LMPTP inh: blocks human LMPTP phosphatase; P24666; recombinant LMPTP-A, OMFP fluorogenic substrate, fluorescence intensity; 360,000 compounds, 0.22% hits; AID 651560; inhibition, % at 20 µM;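 active means compounds that cut the enzyme signal by at least half of the control window in the single-dose screen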;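 further: plate controls were DMSO wells with enzyme plus substrate for no effect and substrate without enzyme for full effect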
Target sequence (P24666 whole entry, looked up): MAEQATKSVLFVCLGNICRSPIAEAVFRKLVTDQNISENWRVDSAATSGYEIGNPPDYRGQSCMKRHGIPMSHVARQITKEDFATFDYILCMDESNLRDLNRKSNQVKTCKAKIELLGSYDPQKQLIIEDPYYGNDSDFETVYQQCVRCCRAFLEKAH
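Assay system: LMPTP-A phosphatase enzyme | Input: 0.625 nM enzyme | Also added: Fluorogenic phosphatase substrate OMFP at 400 µM final | Compound dosing: One test concentration per compound, 20 µM, with 3% DMSO overall | Schedule: 50 min enzyme reaction at room temperature, protected from light | Signal: Fluorescence intensity | Benchmarks: no-enzyme and uninhibited controls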
* marks the source's active call; other numbers are inactive results; . = no result given; & = joins results of further samples.

no. | structure | MsrA act | CendR NRP1 mod | eLon inh | STEP inh | Scp-1 inhibitor
1 | COC(=O)C1=C(C)NC(C)=C(C(=O)OC)C1c1cn(-c2ccccc2)nc1-c1ccco1 | -9 | -12 | -3 | -4 | -16
2 | COc1ccc(C(CNC(=O)c2cccc(S(=O)(=O)Nc3ccc(F)cc3)c2)N(C)C)cc1 (centres undefined) | 0 | 0 | -5 | -1 | 2
3 | CCOC(=O)c1sc(=NC(=O)c2ccco2)n(C)c1C | -1 | -4 | 0 | -1 | -1
4 | CNC[C@H](O)c1ccc(O)c(O)c1 | -9 | -1 | -4 | 3 | -11
5 | CCCC(=O)N1CCC1(C)C(=O)Nc1ccc2nccnc2c1 (centres undefined) | -9 | -7 | 5 | -2 | .
6 | COc1cc(C(=O)NCc2cc3cc(Cl)ccc3n2C)cc(OC)c1OC | -2 | 9 | -1 | 1 | -6
7 | COC(=O)c1[nH]c2c(c1C(=O)OC)CCc1ccccc1-2 | 5 | -17 | 2 | -4 | -12
8 | O=C(NCc1cc(Br)cc(Br)c1OC(=O)c1ccccc1[N+](=O)[O-])c1ccccc1 | -5 | 9 | 11 | 0 | -13
9 | CCOC(=O)NC(=S)Nc1c(C)n(C)n(-c2ccccc2)c1=O | -2 | 3 | -3 | -4 | -8
10 | COc1cc(F)ccc1-c1csc(C(NC(C)=O)c2ccccc2)n1 (centres undefined) | 4 | 9 | 0 | 0 | .
11 | COc1ccc(CNC(=O)COc2cc3c(c4oc(=O)cc(C)c24)CCC(C)(C)O3)c(OC)c1 | -1 | 3 | -11 | 1 | .
12 | CCCC[n+]1ccn(-c2nc3c([N+](=O)[O-])cccc3n2C)c1 | -3 | 5 | 3 | 0 | 11

no. | TbMetRS inhib | DNMT1 block | SUMO1 PPI mod | MsrA inh | LMPTP inh
1 | -1.0 | -10 | 7 | 2.9 | 1.1
2 | -0.3 | -3 | 1 | 1.0 | -0.9
3 | -0.7 | 0 | 1 | 3.9 | 0.5
4 | -0.9 | -4 | -2 | 1.6 | 1.1
5 | -0.3 | 5 | -13 | 0.7 | 2.0
6 | -0.1 | -8 | -4 | -0.6 | 1.9
7 | 0.5 | -10 | 2 | 5.6* | 0.9
8 | 23* | -2 | 20 | 1.2 | 3.0
9 | -0.3 | 0 | 1 | -0.3 | -0.3
10 | 0.3 | -10 | -2 | 0.6 | -3.6
11 | -0.9 | -4 | 2 | 0.6 | 2.2
12 | -0.9 | 0 | -21 | 2.1 | -0.6

Additional structures.
no. | structure | MsrA act | CendR NRP1 mod | eLon inh | STEP inh | Scp-1 inhibitor
13 | NCCCC[C@@H](C(=O)N1CCNCC1)n1cc([C@@H](N)CO)nn1 | 2 | 0 | -2 | -2 | 2
14 | Cc1nc(NC(=O)C2CC2)sc1C(=O)Nc1cccc(Cl)c1 | -3 | 4 | -2 | -3 | -8
15 | Cc1ccc(C(=O)n2nnc3ccccc32)cc1[N+](=O)[O-] | -3 | -2 | -2 | -3 | -2
16 | O=C(NC1CCN(C(=O)c2ccccc2Br)CC1)c1ccccc1 | -1 | -3 | -3 | -1 | -7
17 | O=C(CN1C(=O)/C(=C\c2cccc(F)c2)Oc2ccccc21)N1CCN(c2ccccn2)CC1 | -2 | 8 | 4 | 1 | 4
18 | Cc1ccc(NC(=S)N2CC(C)OC(C)C2)cc1C (centres undefined) | -3 | -5 | -8 | 2 | -4
19 | Cn1cnc([N+](=O)[O-])c1Oc1cccc2ccccc12 | -2 | 7 | -12 | -1 | -3
20 | CCCCn1nnnc1C1(C)CCC(=O)N1CC(F)(F)F (centres undefined) | -2 | 4 | -11 | . | .
21 | CCNC(=O)C1CCCN(C(=O)c2c(-c3ccccc3)noc2C)CC1 (centres undefined) | -3 | -2 | -1 | -3 | .
22 | CCCCN(C(=O)c1cc(-c2ccco2)nc2ccccc12)c1c(N)n(CCCC)c(=O)[nH]c1=O | -6 | 4 | 8 | 2 | .
23 | Cc1ccc2c(c1)N(C(=O)CCC(=O)NCCCN1CCN(C)CC1)CCO2 | -1 | 12 | 5 | 0 | -12
24 | CC(=O)N1/C(=C/c2ccc(N(C)C)cc2)C(=O)c2ccccc21 | -3 | -4 | -27 | 6 | 6

no. | TbMetRS inhib | DNMT1 block | SUMO1 PPI mod | MsrA inh | LMPTP inh
13 | -0.3 | -2 | -35 | -0.6 | -11
14 | -0.4 | -11 | 0 | -1.0 | 1.2
15 | -0.3 | 1 | -11 | 1.1 | -2.2
16 | 0.6 | 0 | -2 | -0.7 | -1.6
17 | -0.7 | 37 | 12 | 0.5 | 0.8
18 | -0.1 | 3 | 4 | -1.2 | 1.6
19 | 0.7 | 10 | -10 | 1.5 | 0.6
20 | -0.2 | . | 3 | -0.1 | -0.7
21 | -0.1 | 3 | -4 | 0.2 | -2.4
22 | -0.2 | 34 | 1 | 1.3 | 13
23 | -0.5 | 3 | -3 | 0.8 | -2.5
24 | -0.5 | -5 | -8 | 0.5 | 9.6

(listing goes on)
no. | structure | MsrA act | CendR NRP1 mod | eLon inh | STEP inh | Scp-1 inhibitor
25 | Cc1ccc(S(=O)(=O)CCC(=O)NC2CCCCC2)cc1 | -1 | 6 | -6 | -4 | -4
26 | O=C(NNC(=O)c1cccc2ccccc12)c1ccc(Cl)cc1Cl | -2 | 5 | 15 | -1 | -8
27 | O=C(NCCCN1CCOCC1)c1cccnc1 | -13 | -10 | 1 | 0 | 4
28 | O=C(NCc1ccccc1)c1cc(C2CCCN(C(=O)C3CCCCC3)C2)on1 (centres undefined) | 0 | 16 | 2 | 2 | .
29 | COC(=O)c1scc(C)c1N/N=C(\C)c1cc(F)c(Cl)cc1F | -8 | -2 | 0 | 0 | -6
30 | COc1ccc(-c2ccc(SC)nn2)cc1 | -3 | 2 | 1 | 9 | -2
31 | O=C(Nc1ccccc1)N(Cc1ccccc1)CC(O)C(F)(F)F (centres undefined) | -4 | -15 | -9 | -1 | -7
32 | CC(CCc1ccccc1)NC(=O)C1CCN(S(=O)(=O)c2ccc(F)cc2)CC1 (centres undefined) | -3 | 7 | 3 | 2 | -7
33 | Cc1cccc(C)c1-n1nnnc1C1c2ccccc2C(=O)N1CCC(C)C (centres undefined) | -6 | 11 | -6 | . | .
34 | CCOC(=O)CN1CCS(=O)(=O)CC1 | 1 | -8 | 0 | 2 | 10
35 | CCn1cc(C(=O)N[C@H](C(=O)NCCN2CCOCC2)C(C)C)c(=O)c2cc3c(cc21)OCO3 | -7 | 6 | -3 | -1 | 15
36 | CCCc1nnc2c(N(C)S(=O)(=O)c3ccccc3)nc3ccccc3n12 | -13 | 7 | -16 | -2 | 6

no. | TbMetRS inhib | DNMT1 block | SUMO1 PPI mod | MsrA inh | LMPTP inh
25 | -0.2 | 3 | -7 | 0.1 | 0.4
26 | 0.2 | -3 | -8 | -0.4 | -4.0
27 | -1.1 | 11 | -1 | 1.2 | -1.7
28 | -0.1 | -1 | 5 | -0.2 | -0.2
29 | -0.5 | 0 | -2 | -2.2 | 1.4
30 | -4.1 | 0 | -4 | 0.3 | 0.1
31 | -0.8 | -2 | -2 | 0.4 | -1.3
32 | -0.6 | -1 | -3 | -0.4 | -0.2
33 | -1.2 | . | 2 | 1.4 | 0.0
34 | -0.3 | -2 | -2 | 0.4 | 0.0
35 | -0.1 | 4 | 5 | 1.1 | -2.5
36 | -1.6 | 10 | -1 | 2.0 | -1.6

Entries listed so far that bear a hit mark in MsrA inh.
No.	Structure	MsrA act	CendR NRP1 mod	eLon inh	STEP inh	Scp-1 inhibitor	DNMT1 block	SUMO1 PPI mod	MsrA inh	LMPTP inh
7	COC(=O)c1[nH]c2c(c1C(=O)OC)CCc1ccccc1-2	5	-17	2	-4	-12	-10	2	5.6*	0.9

Compound profiles (already shown).
Shown for CCOC(=O)CN1CCS(=O)(=O)CC1 = MsrA act = 1; CendR NRP1 mod = -8; eLon inh = 0; STEP inh = 2; Scp-1 inhibitor = 10; TbMetRS inhib = -0.3; DNMT1 block = -2; SUMO1 PPI mod = -2; MsrA inh = 0.4; LMPTP inh = 0.0
Shown for Cc1cccc(C)c1-n1nnnc1C1c2ccccc2C(=O)N1CCC(C)C (centres undefined) = MsrA act = -6; CendR NRP1 mod = 11; eLon inh = -6; STEP inh = .; Scp-1 inhibitor = .; TbMetRS inhib = -1.2; DNMT1 block = .; SUMO1 PPI mod = 2; MsrA inh = 1.4; LMPTP inh = 0.0

Next records
no. | structure | MsrA act | CendR NRP1 mod | eLon inh | STEP inh | Scp-1 inhibitor
37 | Cc1ccc(-c2nnc(-n3ncc(C#N)c3N)c3ccccc23)cc1C | -5 | -4 | 0 | -2 | -3
38 | CCn1nc(NC(=O)c2ccccn2)c2cc3cc(C)ccc3nc21 | -9 | 5 | -2 | 5 | -10
39 | Cc1ccc(OCC(=O)NNC(=O)C(=O)N2CCCC2)c(C)c1 | -3 | 1 | -7 | 3 | -7
40 | CCn1c(CNc2ccc(C)cc2C)nnc1SCC(=O)N1CCCc2ccccc21 | 0 | 8 | 7 | 2 | 4
41 | Cc1nc2ccccc2c2oc(C(=O)NCCCN3CCCC(C)C3)cc12 (centres undefined) | -13 | 2 | 2 | -1 | 4
42 | COc1ccc(/C=N\NC(=O)CC(=O)Nc2cccc(Cl)c2)cc1OC | -6 | -8 | -2 | -2 | 1
43 | Cc1ccc(S(=O)(=O)N2CC(C(=O)O)=CC[C@H]2c2ccc3c(c2)OCO3)cc1 | 5 | 4 | 0 | -3 | 10
44 | CCN1CCN(c2ccc(S(=O)(=O)N3CCCCC3)cc2NC(=O)Cc2ccccc2)CC1 | -3 | -11 | 0 | -3 | 8
45 | CC(=O)N(O)CCCCCNC(=O)CCC(=O)N(O)CCCCCNC(=O)CCC(=O)N(O)CCCCCN | -2&-2 | 5&10 | 4&1 | 1&2 | -16&-17
46 | Cc1ccc(C(=O)N2CCCC(Nc3ccc(F)c(F)c3)C2)cn1 (centres undefined) | -7 | 10 | -6 | -2 | 7

no. | TbMetRS inhib | DNMT1 block | SUMO1 PPI mod | MsrA inh | LMPTP inh
37 | -0.5 | 0 | 10 | 0.0 | -1.3
38 | -1.2 | -2 | 3 | -0.1 | 2.5
39 | 0.3 | -3 | 0 | -0.7 | -0.4
40 | 0.1 | 1 | -2 | 0.8 | 0.4
41 | -0.9 | 11 | 4 | -0.8 | 5.4
42 | 0.8 | 0 | -6 | 2.2 | 0.6
43 | -0.2 | 2 | 9 | -0.2 | -1.9
44 | -0.5 | 2 | 3 | 0.3 | -0.9
45 | 0.6&-1.1 | -3&5 | 7&-5 | 0.1&1.1 | -9.2&-7.6
46 | 1.2 | 2 | 1 | -0.7 | -0.7
